LMPTP block: LMPTP (human) inhibition; AID 651560; recombinant LMPTP-A, OMFP fluorogenic substrate, fluorescence intensity; inhibition, % at 20 µM; 0.22% of 360,000 active; P24666;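 active = compounds that cut the enzyme signal by at least half of the control window in the single-dose screen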;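 also: plate controls were DMSO wells with enzyme plus substrate for no effect and substrate without enzyme for full effect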
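Test system: LMPTP-A phosphatase enzyme. Amount: LMPTP-A at 0.625 nM final in the reaction. Reagent: OMFP substrate, 400 µM final. Times: 50 min at room temperature. Signal: endpoint fluorescence intensity from OMFP dephosphorylation. Read-out basis: % inhibition. Benchmarks: no-enzyme and uninhibited controls.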
MsrA inh: bovine MsrA inhibition | purified bovine MsrA, absorbance read-out | inhibition, % at 15.5 µM | 0.75% of 360,000 active; in the data active = inhibition above about 4.5%;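 also: 0% = vehicle wells with enzyme and 100% = reference inhibitor wells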
Rpn11 block: Rpn11 (human) deubiquitinase inhibition | human 26S proteasome, Ub4-pepOG fluorescence polarization; 20S core pre-blocked with epoxomicin | calls only at 20 µM | O00487 | 0.59% of 360,000 active | AID 588493;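 active = inhibition at 20 µM, scaled to each plate's controls, above about 33%, limit read from the data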
Target sequence (O00487 whole entry, looked up): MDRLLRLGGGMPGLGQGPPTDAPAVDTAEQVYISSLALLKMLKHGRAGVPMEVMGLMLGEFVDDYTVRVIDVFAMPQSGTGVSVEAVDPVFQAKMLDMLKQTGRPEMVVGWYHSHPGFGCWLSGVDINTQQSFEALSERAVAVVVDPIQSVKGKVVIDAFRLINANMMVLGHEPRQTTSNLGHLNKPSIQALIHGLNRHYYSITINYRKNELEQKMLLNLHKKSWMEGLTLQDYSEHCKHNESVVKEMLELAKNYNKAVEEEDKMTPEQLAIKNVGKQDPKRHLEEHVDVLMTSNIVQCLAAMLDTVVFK
STEP inh: blocks human striatal-enriched tyrosine phosphatase. P54829. 0.25% of 360,000 active. AID 588621. recombinant STEP, OMFP fluorogenic substrate, fluorescence. inhibition, % at 20 µM;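 active = inhibition at 20 µM, scaled per plate between control wells, above about 37%, limit read from the data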;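 also: 0% = DMSO with enzyme and substrate and 100% = substrate only without enzyme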
Target sequence (P54829 whole entry, looked up): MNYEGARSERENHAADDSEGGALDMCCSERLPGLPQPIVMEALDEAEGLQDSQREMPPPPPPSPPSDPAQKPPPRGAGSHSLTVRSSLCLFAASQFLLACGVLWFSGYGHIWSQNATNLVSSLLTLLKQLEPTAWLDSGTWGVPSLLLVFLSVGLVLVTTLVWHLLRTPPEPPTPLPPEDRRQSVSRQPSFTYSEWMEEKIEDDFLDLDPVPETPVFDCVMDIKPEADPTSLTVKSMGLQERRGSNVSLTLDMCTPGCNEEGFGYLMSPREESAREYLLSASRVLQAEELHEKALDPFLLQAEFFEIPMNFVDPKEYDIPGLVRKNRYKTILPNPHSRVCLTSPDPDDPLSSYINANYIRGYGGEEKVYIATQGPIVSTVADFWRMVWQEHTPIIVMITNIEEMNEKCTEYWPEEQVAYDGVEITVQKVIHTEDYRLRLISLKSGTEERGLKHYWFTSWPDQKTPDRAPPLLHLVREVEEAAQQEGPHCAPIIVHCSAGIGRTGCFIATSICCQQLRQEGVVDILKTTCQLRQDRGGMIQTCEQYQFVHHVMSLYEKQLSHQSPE
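Measure: Control-normalized % inhibition with plate pattern correction | Test system: STEP phosphatase, cell-free reaction | Medium: pH 6.0 Bis-Tris with DTT and Tween 20 | Technique: Fluorescence, 480/540 nm | Times: Reaction 20 min, ambient temperature | Doses: Single compound dose of 20 µM, 1% DMSO final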
SUMO1 PPI mod: SUMO1-SIM interaction modulation | P63165 | 0.33% of 360,000 active | inhibition, % at 20 µM | AID 602429 | SUMO1 binding to a labelled peptide, TR-FRET, 1 h; in the data active = inhibition above about 37%
DNMT1 inh: inhibitors of human DNMT1. P26358. 0.83% of 360,000 active. inhibition (reported as % activation of signal), % at 10 µM. AID 588458. DNMT1 molecular beacon, Hinp1I cleavage, fluorescence; in the data active = inhibition above about 50%
NadD block: NadD (S. aureus) enzyme inhibition; purified NadD enzyme, colorimetric absorbance read-out; inhibition, % at 20 µM; 0.78% of 360,000 active; AID 602399; in the data active = inhibition above about 26%; also: some compounds past the cut are filed as inactive
Scp-1 inhibitor: Scp-1 (human) phosphatase inhibition; Q9GZU7; Recombinant Scp1, phosphopeptide, malachite green phosphate absorbance; inhibition, % at 20 µM; 0.88% of 340,000 active; AID 493091;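 active = inhibition above about 50% at 20 µM, limit read from the data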;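 also: plate controls were DMSO wells with enzyme for no effect and wells lacking enzyme for full effect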
Target sequence (Q9GZU7 76-261 limits assumed): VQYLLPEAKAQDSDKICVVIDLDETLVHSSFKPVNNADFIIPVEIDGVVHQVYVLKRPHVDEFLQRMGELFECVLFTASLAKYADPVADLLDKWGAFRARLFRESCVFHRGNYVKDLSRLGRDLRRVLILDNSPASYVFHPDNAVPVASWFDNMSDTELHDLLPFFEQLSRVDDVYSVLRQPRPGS
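Test system: SCP-1 catalytic domain; Buffer or medium: Acidic Tris acetate buffer with magnesium and detergent; Also added: Phosphorylated 17-residue peptide substrate; Compound: single 20 µM dose, 1% DMSO; Schedule: enzyme reaction 45 min at room temperature, colour 5 min, stabilisation 30 min; Signal: Phosphate-binding colour reagent, absorbance read at 630 nm.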
Tb MetRS inh: Trypanosoma brucei MetRS inhibition. 0.4% of 360,000 active. purified T. brucei MetRS, ATP depletion, Kinase-Glo luminescence. inhibition, % at 11.9 µM;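 active = inhibition above a per-plate cutoff of the control wells' mean inhibition plus 3 SD, cut at about 5.5% in these data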;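 also: 0% = DMSO wells median and 100% = median of wells with control inhibitor compound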
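Measured by: Kinase-Glo luciferase luminescence reporting remaining unconsumed ATP. Material: purified T. brucei MetRS enzyme. Doses: 11.9 µM compound single dose, 0.9% DMSO. Medium: HEPES buffer containing pyrophosphatase, BSA, spermine, DTT. Times: 15 min preincubation, 2 h reaction, all 25 °C. Reagent: methionine, ATP and bulk E. coli tRNA.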
CSN deneddyl inh: inhibitors of human CSN-mediated cullin deneddylation. AID 651999. 0.38% of 360,000 active. inhibition, % at 12.5 µM. Q92905. Purified CSN, SCF-Nedd8-OG deneddylation, fluorescence polarization;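 active = pattern-corrected inhibition above about 35%, with an unprinted fluorescence ratio check between 0.5 and 1.5, limit read from the data, passing the limit was not always enough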;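 also: 0% = enzyme with substrate and 100% = substrate without enzyme; some results filed as inactive read as strong as hits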
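test system = HEK293T-derived human Csn5 enzyme | amount = 0.24 nM Csn5 enzyme, final concentration | medium = Tris/NaCl/DTT buffer, pH 7.5 | schedule = 90 min reaction at room temperature | signal = FP | evaluation = inhibition of Csn5 cleavage, % | compound dosing = single dose of 12.5 µM compound with 0.25% DMSO | probe or stimulus = 10 nM SCFSkp2-Nedd8OG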
Numbers without * were called inactive; i = inactive; / = not tested or not shown. Outcome played no part in choosing rows; 3.9% or so of the library scored in one or more.

Each structure is followed by: LMPTP block	MsrA inh	Rpn11 block	STEP inh	SUMO1 PPI mod	DNMT1 inh	NadD block	Scp-1 inhibitor	Tb MetRS inh	CSN deneddyl inh
- COc1ccc(C)cc1Nc1n[n+](-c2ccccc2)c(-c2ccc(C(=O)O)cc2)s1
    1.4	2.8	i	-1	1	6	10	0	-0.3	0
- C[C@H]1CN([C@@H](C)CO)C(=O)Cc2cc(NC(=O)C3CC3)ccc2O[C@H]1CN(C)Cc1ccc(C(=O)O)cc1
    0.2	-1.0	i	1	0	2	1	3	0.4	-1
- Cc1cccc2sc(NNC(=O)c3ccc(S(=O)(=O)N4CCc5ccccc5C4)cc3)nc12
    1.3	0.7	i	8	-1	-24	38*	-12	-0.1	-4
- COCCNC(=O)CS(=O)Cc1nc(-c2ccc(Cl)cc2)oc1C (centres undefined)
    -1.6	0.1	i	-1	-3	4	1	-5	0.1	-5
- O=S(=O)(c1ccccc1)n1ccc2ccccc21
    1.3	-0.2	i	-2	1	-6	-7	-10	-0.9	0
- Cc1ccc(-n2c(C)cc(C(=O)COC(=O)c3ccc[nH]c3=O)c2C)cc1C
    4.0	0.8	i	1	1	1	-4	-8	-1.0	-10
- CCn1ncc(/C=N/NC(=O)c2cc(Cl)ccc2OC)c1C
    -0.3	1.0	i	-4	1	2	-7	-6	-0.4	3
- COc1ccc(C2C(C#N)=C(N)OC3=C2C(=O)CC(C)(C)C3)cc1Cn1cc([N+](=O)[O-])cn1 (centres undefined)
    -1.4	-1.2	i	-2	-4	-3	6	-6	-1.2	4
- N#Cc1ccc(CNc2cnccn2)cc1
    0.0	2.0	i	1	-1	3	-1	4	0.3	-4
- CCOC(=O)COc1ccc(S(=O)(=O)NCCC2=CCCCC2)cc1
    0.4	-0.5	i	-2	-17	12	-2	-11	-0.2	0
- O=C1NN=C(c2ccc(Br)cc2)CC1c1ccc(Cl)cc1 (centres undefined)
    1.7	1.0	i	-1	1	5	-8	-4	-1.6	6
- S=C(NCCCCN(Cc1ccc(Cl)cc1)c1ccc(Br)cn1)NCCCc1cnc[nH]1
    -4.0	1.1	i	8	-21	-12	28	/	-0.5	3
- CCCc1cc(=O)oc2cc(OC(C)C(=O)NCC3CCC(C(=O)O)CC3)c(Cl)cc12 (centres undefined)
    -0.8	1.8	i	-3	3	1	0	15	-0.8	-6
- Cc1nc2c3cc(F)ccc3n(Cc3ccccc3F)c2s1
    1.6	-0.2	i	1	-1	-4	3	7	-0.6	3
- Cc1cc(NC(=O)CCCN2C(=O)/C(=C\c3cccs3)SC2=S)no1
    -2.6	0.2	i	-2	-7	13	-1	-13	-0.6	-4
- CCOC(=O)N1CCN(CC(O)COc2ccccc2[N+](=O)[O-])CC1 (centres undefined)
    -2.0	0.8	i	-1	-4	3	-4	-10	-0.7	0
- Cc1nn(CC(=O)c2ccccc2)c(=O)c2nn(-c3ccccc3F)c(C)c12
    -1.6	1.6	i	3	-1	4	5	1	-0.8	-1
- O=C(NCc1ccco1)C(Cc1ccccc1)NS(=O)(=O)c1cccc2nsnc12 (centres undefined)
    -1.2	1.8	i	0	-21	0	-2	5	-0.9	3
- Cc1sc2nc(SCC(=O)Nc3ccc(S(=O)(=O)NCCCC(=O)O)cc3)[nH]c(=O)c2c1C
    -1.6	0.5	i	1	20	1	4	-5	1.0	-2
- N#CCCn1cc(C(=O)N2CCCCC2)c(-c2cccc([N+](=O)[O-])c2)n1
    -0.7	0.7	i	2	-14	1	-4	-10	-0.2	-11
- CC(=O)Nc1ccc(C=NNc2ccc(S(=O)(=O)Nc3ccccc3C(=O)O)cc2[N+](=O)[O-])cc1
    5.9	6.0*	i	2	19	-15	11	2	-0.3	-2
- Cc1cc2c(cc1S(=O)(=O)CCC(=O)NC1CCCCC1C)OCC(=O)N2 (centres undefined)
    -1.4	-1.2	i	1	17	2	-3	10	-0.9	2
- Cc1cccc(N(Cc2ccccc2)C(=O)Cc2ccc(S(=O)(=O)N3CCOCC3)s2)c1
    1.5	0.1	i	7	4	-7	-7	-3	-0.3	-2
- N#CC1(NC(=O)COC(=O)c2ccccc2SCC(=O)N2CCCC2)CCCCC1
    -1.4	-0.3	i	-2	-3	3	-11	-5	0.0	1
- COc1cccc(NC(=O)COC(=O)c2c3c(nc4ccccc24)CCC(C)C3)c1 (centres undefined)
    3.1	-0.8	i	1	4	-14	1	9	0.0	-2
- CCn1c(SCC(=O)NC2(C#N)CCCCC2)nc2ccccc2c1=O
    -0.6	-0.4	i	3	4	4	1	-4	-0.5	5
- Cc1nc(Nc2ccc(Cl)c(Cl)c2)sc1C(=O)Nc1ccccc1
    2.4	1.2	i	-5	3	-17	3	-1	-0.1	0
- O=c1[nH]c(CSc2nnnn2-c2ccc(Cl)cc2)nc2ccccc12
    0.1	1.0	i	-1	3	-1	7	-7	2.5	9
- COc1ccc(-n2nnc3c(=O)n(CC(=O)N4CCCc5ccccc54)cnc32)cc1
    -0.9	-0.5	i	-3	3	1	-3	-8	0.2	-1
- CCCN1Cc2cccc(C(=O)N3CCN(c4ccccc4)CC3)c2C1=O
    -1.3	-0.8	i	-4	1	0	1	2	-0.1	1

Next section
Each structure is followed by: LMPTP block	MsrA inh	Rpn11 block	STEP inh	SUMO1 PPI mod	DNMT1 inh	NadD block	Scp-1 inhibitor	Tb MetRS inh	CSN deneddyl inh
- Cc1cccc(Nc2ncnc3nc[nH]c23)c1
    -0.7	0.0	i	1	2	7	1	-12	-0.1	3
- COc1cc(C2c3cc4c(cc3OC(N3CCCC3)C2C)OCO4)cc(OC)c1O (centres undefined)
    0.6	1.2	i	3	3	-9	1	-3	-0.1	-4
- COc1cc2c(cc1NC(=O)c1cccc([N+](=O)[O-])c1C)oc1ccccc12
    1.4	/	i	7	-3	1	2	-4	-0.8	-1
- CCC(=O)Nc1ccc(C(=O)NNC(=O)c2cc([N+](=O)[O-])cc([N+](=O)[O-])c2)cc1
    0.4	1.8	i	1	-21	-4	3	-3	-0.3	-10
- CC(=O)c1cccc(NC(=O)c2ccc3c(c2)CCCC3)c1
    0.4	-0.2	i	-8	-1	2	-4	6	-0.6	-3
- CCOc1cc(S(=O)(=O)NCC2CCCO2)ccc1F (centres undefined)
    1.3	-1.0	i	0	0	1	-6	-5	0.4	0
- CC(C)Oc1cccc(C(=O)Nc2nnc([C@H]3C[C@H](O)[C@@H](CO)O3)s2)c1
    -0.3	0.3	i	-1	1	3	-1	/	-0.3	0
- C/C(CC(=O)NCc1ccco1)=N\NC(=O)Cc1cccc2ccccc12
    -0.5	-0.4	i	2	0	1	-4	3	0.1	-4
- O=C(OCc1c(Cl)cccc1Cl)c1ccncc1
    -0.7	0.3	i	0	3	1	-2	-7	0.2	0
- COc1ccc(Cl)cc1NC(=O)C1CCN(S(C)(=O)=O)CC1
    -1.2	-0.1	i	5	3	0	-8	-7	-0.3	-1
- CCN(CC(=O)NCCc1ccc(S(N)(=O)=O)cc1)Cc1nc2cc(OC)c(OC)cc2c(=O)[nH]1
    -0.3	-0.4	i	-3	2	2	-1	-7	-0.9	-5
- COC(=O)C(C)N(C(=O)c1ccc(C(=O)c2ccccc2)cc1)c1c(C)cccc1C (centres undefined)
    2.8	0.1	i	0	1	-3	-5	-13	0.7	-3
- Cc1ccccc1S(=O)(=O)Cc1ccc(C(=O)NCCCN2CCN(C)CC2)o1
    -5.2	1.8	i	-4	2	2	2	-14	1.8	-4
- CC(=O)N(c1c(C)n(C)n(-c2ccccc2)c1=O)C1(C(=O)NC2CCCCC2)CCCCC1
    0.6	-0.5	i	1	-3	-1	4	0	-0.7	3
- COCCn1c(NCc2ccco2)nc2c1c(=O)[nH]c(=O)n2C
    0.2	1.8	i	-1	0	1	2	-7	-0.1	-12
- O=C(O)c1ccc2c(c1)S(=O)(=O)c1cc(Cl)ccc1C2=O
    -0.3	1.3	i	2	-21	9	-2	0	-0.1	-3
- CC(C)C(C(=O)NCc1ccco1)N(Cc1ccco1)C(=O)CNS(=O)(=O)c1ccc(F)cc1 (centres undefined)
    -1.2	0.0	i	0	4	3	-7	-10	-0.2	2
- CN(Cc1cc(Cl)cc(Cl)c1)CC(C(=O)c1ccccc1)c1ccccc1 (centres undefined)
    0.6	0.3	i	1	-7	1	2	-5	-0.5	3
- COc1ccc(-c2nc(SC(CC(=O)NCCO)c3cccs3)n[nH]2)cc1 (centres undefined)
    -1.2	-0.5	i	0	4	1	1	-14	0.9	-2
- O=C(O)c1ccccc1-c1ccccc1C(=O)Nc1ccc2oc(=O)c3ccccc3c2c1
    0.0	0.4	i	5	35	2	1	/	0.2	0
- CCOC(=O)c1cc(-c2ccccc2)sc1NC(=O)CN1C(=O)NC(CC)(c2ccc(F)cc2)C1=O (centres undefined)
    2.2	2.4	i	-2	-4	-6	18	-7	0.3	4
- CC(=O)/C(=N\Nc1ccccc1)Sc1nnc(-c2ccccc2)n1-c1ccccc1
    0.5	0.8	i	-3	-1	0	0	-12	0.2	1
- Cc1c(C(=O)N2CCc3ccccc32)cnn1C
    -1.4	1.9	i	2	-4	1	-2	-8	0.0	-2
- CC(C)=NNC(=O)c1c(O)c2ccccc2[nH]c1=O
    -0.8	0.0	i	0	5	-2	3	-7	-0.4	2
- CCn1cc([N+](=O)[O-])c(C(=O)Nc2nc(-c3ccc(C)cc3)c(C)s2)n1
    1.3	/	i	-6	-2	-2	-6	-8	-0.6	0
- CCNC(=O)CCSc1nnc(-c2ccco2)o1
    0.3	0.6	i	3	1	-11	3	-2	-0.8	3
- Cc1ccc(N(C(C)C(=O)N2CCC(C)CC2)S(C)(=O)=O)cc1C (centres undefined)
    -1.5	-0.9	i	-1	0	1	7	-2	-1.1	5

Gathered by group: the entries above with bromine.
Each structure is followed by: LMPTP block	MsrA inh	Rpn11 block	STEP inh	SUMO1 PPI mod	DNMT1 inh	NadD block	Scp-1 inhibitor	Tb MetRS inh	CSN deneddyl inh
- O=C1NN=C(c2ccc(Br)cc2)CC1c1ccc(Cl)cc1 (centres undefined)
    1.7	1.0	i	-1	1	5	-8	-4	-1.6	6
- S=C(NCCCCN(Cc1ccc(Cl)cc1)c1ccc(Br)cn1)NCCCc1cnc[nH]1
    -4.0	1.1	i	8	-21	-12	28	/	-0.5	3

Source: PubChem BioAssay
